# Screens (PubChem)
# Tau fibril FP: blocks human tau fibril formation measured by polarization | K18 P301L tau heparin fibrillization, Alexa594 FP, 6 h | 280,000 compounds, 0.39% hits | Potency, µM (highest dose often 57.7 µM), for the others: at the highest dose activity, negative = inhibition, hits mostly inhibitors; further: on the % scale 0 is the no-effect control and ±100 the full control effect; nearly all actives have a fitted effect of over 55% in size
# Target sequence (P10636 561-689 P618L limits assumed): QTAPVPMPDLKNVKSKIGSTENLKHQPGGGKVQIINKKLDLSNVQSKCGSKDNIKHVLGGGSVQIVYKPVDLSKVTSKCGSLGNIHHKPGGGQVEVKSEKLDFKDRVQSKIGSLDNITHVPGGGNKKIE
#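 K18 P301L tau (15 uM unlabeled/0.24 uM Alexa 594-labeled, final) + compound + heparin 20 uM final; 100 mM NaOAc pH 7; 6 hr 37 C; ThT 30 uM final added, 1 hr RT; FP ex 555/em 632 nm.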
# RECQ1 helicase: blocks DNA unwinding by human RECQ1. P46063. RECQ1 DNA unwinding, red fluorescence kinetic read. Potency, µM (titrated, usually from 57.3 µM), inactives show at the top dose activity, negative = inhibition, most hits filed as inhibitors. 240,000 compounds, 0.54% hits;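 further: plate controls were vehicle for no effect and no enzyme for full effect; nearly all actives have a fitted effect of over 30% in size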
# Target sequence (P46063 whole entry, looked up): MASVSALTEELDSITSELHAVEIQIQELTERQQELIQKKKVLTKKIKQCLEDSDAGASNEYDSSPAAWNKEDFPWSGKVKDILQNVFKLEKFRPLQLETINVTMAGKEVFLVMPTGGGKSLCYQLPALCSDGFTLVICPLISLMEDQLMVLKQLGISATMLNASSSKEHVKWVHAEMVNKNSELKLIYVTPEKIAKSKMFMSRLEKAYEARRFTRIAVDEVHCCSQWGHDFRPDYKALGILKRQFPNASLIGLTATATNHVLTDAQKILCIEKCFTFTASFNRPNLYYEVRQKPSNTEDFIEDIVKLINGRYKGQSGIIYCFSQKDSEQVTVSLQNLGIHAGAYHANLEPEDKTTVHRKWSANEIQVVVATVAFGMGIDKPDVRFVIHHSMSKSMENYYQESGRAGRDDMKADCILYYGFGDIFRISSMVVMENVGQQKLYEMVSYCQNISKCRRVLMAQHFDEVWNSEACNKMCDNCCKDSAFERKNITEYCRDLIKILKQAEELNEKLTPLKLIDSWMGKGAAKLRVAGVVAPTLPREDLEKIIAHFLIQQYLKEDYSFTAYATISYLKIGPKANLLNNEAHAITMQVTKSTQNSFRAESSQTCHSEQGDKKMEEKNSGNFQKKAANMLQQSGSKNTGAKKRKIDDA
#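 50 nM RECQ1T1 preincubated 15 min with compound in Tris pH 8.0 buffer with MgCl2, DTT, Tween-20 and 2.5 ug/ml poly(dI-dC); started with 200 nM TAMRA/BHQ-2 forked duplex and 2 mM ATP. Unwinding read as fluorescence (525/598 nm), two reads 2 h apart.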
# L3MBTL1 block: inhibitors of human L3MBTL1. 230,000 compounds, 0.66% hits. AlphaScreen L3MBTL1–H3K9me1 peptide binding. Potency, µM (top dose mostly 57.1 µM), for inactives: at the highest dose activity, negative = inhibition, actives largely listed as inhibitors; further: on the % scale 0 is the no-effect control and ±100 the full control effect; nearly all actives have a fitted effect of over 60% in size
#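 Displacement of a biotinylated histone H3(1-15) peptide monomethylated at Lys9 (75 nM) from L3MBTL1 (50 nM) was measured by AlphaScreen after a 30 min room-temperature compound incubation; cefsulodin titration served as intraplate control.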
# Tau fibril ThT: blocks human tau fibril formation measured by thioflavin T. AID 1460. 270,000 compounds, 2.1% hits. P10636. Potency, µM (series often up to 57.4 µM), for the others: top-dose activity, negative = inhibition, usual class: inhibitors. recombinant tau K18 P301L, heparin-induced fibrillization, ThT fluorescence; further: on the % scale 0 is the no-effect control and ±100 the full control effect; nearly all actives have a fitted effect of over 55% in size
#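 ThT emission at 510 nm, taken 1 hr after adding 30 uM dye, quantifies aggregates formed when 20 uM heparin acts on human tau K18 P301L for 6 hr at 37 C.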
# TR SRC2 fluor cs: counter-screen for TRb-SRC2 inhibitors: fluorescence interference; TRb/SRC2 Texas Red total fluorescence interference; Potency, µM (series often up to 106 µM), for inactives: at the highest dose fluorescence change, negative = quenching; 280,000 compounds, 0.29% hits; active means well fitted curve in either direction with a large enough effect; inconclusive means small, poorly fitted or top-dose-only effect; further: on the % scale 0 is the no-effect control and ±100 the full control effect
#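 Flags fluorescent or light-absorbing compounds by total fluorescence, S + 2P, at 555 nm excitation and 632 nm emission. Mixture: 20 nM Texas Red SRC2 peptide, 0.6 uM human TRb LBD, 1 uM T3, 5% DMSO; compound exposure 5 h at ambient temperature.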
# Tau fluor counter: counter-screen for tau fibril formation inhibitors. tau K18 P301L Alexa594 fluorescence, heparin fibrillization. Potency, µM (top dose mostly 57.7 µM), for the others: top-dose activity change, negative = decrease. 280,000 compounds, 0.93% hits; further: on the % scale 0 is the no-effect control and ±100 the full control effect; nearly all actives have a fitted effect of over 55% in size
#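 Human tau K18 P301L (15 uM unlabeled, 0.24 uM Alexa 594-labeled) in 100 mM sodium acetate pH 7 with 20 uM heparin, 6 hr at 37 C. ThT 30 uM added, 1 hr ambient; Alexa 594 FP and total fluorescence read at 555/632 nm.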
# TRb SRC2 PPI: inhibitors of human thyroid hormone receptor beta-SRC2 interaction | AID 1469 | Potency, µM (doses to about 106 µM), for the others: at the top dose activity change, negative = inhibition, usual class: inhibitors | P10828 | TRbeta-SRC2 peptide binding, fluorescence polarization; receptor liganded with 1 µM T3 | 280,000 compounds, 0.065% hits;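 further: plate controls were bound peptide for no effect and peptide without receptor for full effect; nearly all actives have a fitted effect of over 50% in size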
#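 Human TRb LBD (0.6 uM) plus Texas Red-labeled SRC2 peptide (20 nM), 1uM T3, 5% DMSO, 5 hr at ambient temperature. Decreased polarization (555/632 nm) flags inhibition; data normalized to free and bound peptide controls.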
# HTT cytoprotect: protects HTT-Q103 PC12 cells, measured by ATP; PC12 HTT-Q103 induced, cytoprotection, ATP luminescence, 40 h; Potency, µM (series often up to 56.4 µM), inactives show cytoprotection (ATP increase), usual class: activators; 230,000 compounds, 0.14% hits; AID 1471;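 further: % of control where 0% means no effect; nearly all actives have a fitted effect of over 45% in size; toxic huntingtin expression switched on by the ecdysone agonist tebufenozide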
#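 Compounds were screened for protection of PC12 cells against cell death after tebufenozide induction (100 nM final) of mutant Huntingtin exon 1 (Q103) fused to GFP.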
# Numbers without * were called inactive; i = inactive; ? = inconclusive; . = not tested or not shown; & = joins results of further samples; [ ] = another dose, or the depositor's remark. Unless noted, the call rests on the fitted dose curve; in most records, active means well fitted curve in the direction sought with a large enough effect; inconclusive means small, poorly fitted or top-dose-only effect, or another doubt; inactive means no such curve, though single readings can be large; an effect the other way counts as inactive or inconclusive. Potency means the concentration at half of the fitted maximal effect.
SMILES,Tau fibril FP,RECQ1 helicase,L3MBTL1 block,Tau fibril ThT,TR SRC2 fluor cs,Tau fluor counter,TRb SRC2 PPI,HTT cytoprotect
COc1ccc(S(=O)(=O)N2CCN(C(=O)c3c(-c4ccccc4)noc3C)CC2)cc1,5%,-2%,2%,-10%,0%,-3%,-18%,-6%
COc1ccc(-c2nc3cnccn3c2Nc2ccc(C)cc2)cc1,4%,-18%,8%,?,2%,?,6%,-7%[10 µM]
COCc1nc2ccccc2n1Cc1cccc(C)c1,-3%&-6%,-6%,3%,-4%&-9%,-1%&-1%,-7%&-4%,-2%&5%,-18%
CCOC(=O)C1CCN(C(=O)CN2c3ccc(C(C)C)cc3-c3ccccc3S2(=O)=O)CC1,4%,.,.,-2%,-29%,1%,-1%,.
Cc1cc2ccccn2c1C(=O)c1cccc(S(=O)(=O)N2CCOCC2)c1,-4%,11%,?,-2%,-5%,-5%,-5%,18%[10 µM]
Cc1csc(NC(=O)c2ccc(-c3ccc(Cl)cc3Cl)o2)n1,-10%,5%,9%,-1%,1%,-1%,6%,17%[10 µM]
O=C(O)c1nc(N2CCCCC2)ncc1Cl,18%,8%,4%,-1%,-1%,8%,2%,-15%
Cc1oc2ncnc(N3CCOCC3)c2c1C(=O)NCc1ccc(Cl)cc1,-3%,.,.,-4%,2%,-10%,-3%,.
COCCN1C(=O)C(=O)/C(=C(/O)c2ccc3c(c2)OCCO3)C1c1ccc(C(=O)OC)cc1 (configuration not stated),-8%,-3%,2%,-7%,-3%,-10%,-9%,-7%[0.074 µM]
Nc1ccccc1C(=O)NCc1ccc(F)cc1,3%,i,13%,-1%,-6%,3%,-7%,2%[10 µM]
CSCCC(NC(=O)c1ccccc1Br)C(=O)NCC1CCCCC1 (configuration not stated),1%,-1%,.,-5%,-2%,-6%,3%,-5%
Cc1ccc2nc(-c3cccs3)oc(=O)c2c1,3%,-20%,19%,-12%,-4%,-8%,1%,-22%
N#Cc1c(-n2ncnc2-c2cccc(Br)c2)sc2c1CCCCC2,0%,.,.,-27%,?,-15%,-2%,.
Cc1cc(C(=O)NC(C)c2ccc3c(c2)OCO3)cs1 (configuration not stated),2%,6%,1%,-1%,-3%,1%,-5%,-29%[0.074 µM]
CCCCCCc1cc2cc(C(=O)Nc3ccccc3OC)c(=O)oc2cc1O,4%,4%,4%,-4%,2%,-6%,1%,-3%[10 µM]
CCOc1ccc(/C=N/NC(=O)CN2CCCCCCC2)cc1,6%,-15%,.,-7%,-6%,-10%,2%,-27%
O=C(NC(=S)Nc1ccccc1O)c1ccc(Cl)cc1Cl,0%,i,-18%,-16%,1%,?,3%,-111%[inhibitor]
CCN(CC)S(=O)(=O)c1cc([N+](=O)[O-])ccc1NNC(=O)Nc1ccc(F)cc1,7%,-3%,.,-14%,-1%,?,-4%,4%
COc1ccc(C(=O)NCc2nnc(SCC(=O)NO)n2Cc2ccccc2)cc1,0%,i,.,3%,-3%,-2%,4%,?
CC(=O)Nc1ccc(-c2cc(N)n(-c3ccccc3)n2)cc1,10%,i,.,?,-1%,?,6%,-16%[10 µM]
Cc1ccc(C2=NN(CC(=O)NCCN(CC(C)C)CC(C)C)C(=O)CC2)cc1,4%,.,.,4%,0%,-4%,-5%,.
O=C(CS(=O)(=O)c1ccccc1)Nc1ccc(Br)cn1,2%,-8%,2%,-5%,-3%,-4%,1%,.
COc1ccc(N2CCN(CCCNC(=O)c3cc4sccc4n3C)CC2)cc1,6%,i,?,?,-5%,-21%,2%,-50%[inhibitor][10 µM]
O=C(Cn1cc2c(n1)CCCC2)N1CCCC1,11%,-17%,.,3%,-2%,0%,-4%,12%
CC(=O)c1ccc(NC(=O)c2c(C)nn(-c3ccccc3)c2Cl)cc1,-4%,21%,-5%,?,0%,-10%,6%,-2%[10 µM]

# Next section
SMILES,Tau fibril FP,RECQ1 helicase,L3MBTL1 block,Tau fibril ThT,TR SRC2 fluor cs,Tau fluor counter,TRb SRC2 PPI,HTT cytoprotect
O=C(COc1ccccc1)NCC(=O)N/N=C/c1ccco1,-3%,-5%,-15%,13%,0%[53 µM],9%,1%[53 µM],-4%[10 µM]
CCC(C)n1c(SCc2ccccc2)nc2ccsc2c1=O (configuration not stated),4%,-7%,44%[activator],-4%,-1%,-5%,5%,3%[10 µM]
CC1(C)CC(=O)C2=C(C1)NC(SCC(=O)Nc1ccccc1)=C(C#N)C21CCCCC1,?,-6%,-1%,6%,0%,?,5%,-15%
O=[N+]([O-])c1ccccc1Nc1ccc(O)cc1,8%,i,-28%,22µM*,-6%,?,-3%,-8%[10 µM]
CC(=O)c1sc(C(C)(C)C)cc1NC(=O)/C=C/C(=O)O,-2%,i,7%,-9%,-1%,-2%,-5%,-5%[10 µM]
COc1ccc2nc(Sc3c([N+](=O)[O-])nc(C)n3Cc3ccccc3)[nH]c2c1,1%,i,1%,?,-1%,-18%,-6%,13µM*
COCCOc1nc2c(c(=O)n(C)c(=O)n2C)n1Cc1cccc(OC)c1,-2%,-3%,.,1%,-5%,-4%,7%,10%
CC(C(=O)NC1CC(C)(C)NC(C)(C)C1)c1ccc([N+](=O)[O-])cc1 (configuration not stated),-9%,-4%,-1%,-4%,-3%,1%,-6%,.
Cc1cnc(NC(=O)CSc2nnc(-c3ccccc3)o2)s1,4%,-2%,18%[11.4 µM],?,-2%,-11%,9%,-35%[10 µM]
O=C(CS(=O)(=O)Cc1ccccc1)N1CCN(Cc2ccc3c(c2)OCO3)CC1,2%,-3%,.,0%,-1%,3%,5%,-2%
CCOc1ccc(C(=O)NCC(=O)OC(C)C(=O)NCc2ccco2)cc1OCC (configuration not stated),-6%,-8%,5%,-14%,-6%,-7%,5%,15%
COc1ccc(NC(=O)C(NC(=O)/C=C\c2ccc3c(c2)OCO3)c2ccc(OC)cc2)cc1 (configuration not stated),?,.,.,13%,-2%,-20%,12%,.
CC(/C=N/NC(=O)c1cc(-c2ccc(C)s2)[nH]n1)=C\c1ccccc1,?,-3%,6%,-9%,2%,-28%,2%,2%[10 µM]
O=c1ccc2cc(S(=O)(=O)NCc3ccc(Br)cc3)ccc2[nH]1,?,.,.,2%,-30%,0%,-3%,.
COc1ccccc1C(=O)Nc1nnc(SCc2cc(=O)n3ccc(C)cc3n2)s1,-1%,.,.,-2%,0%,-4%,-4%,.
COc1ccc(C(=O)NCCC2=CCCCC2)cc1,4%,-3%,10%,-9%,-3%,0%,2%,-15%[10 µM]
COc1ccc(C2(CNC(=O)C(c3ccccc3)c3ccccc3)CCOCC2)cc1OC,-1%,0%,11%,-7%,-3%,-6%,6%,-7%[10 µM]
CC1(C)Cc2c(C#N)c(SCCC#N)nc(N3CCOCC3)c2CS1,-9%,6%,1%,-10%,0%,-10%,-2%,-7%[10 µM]
Cc1nn(-c2ccc(Cl)c(Cl)c2Cl)c(=O)c2ccccc12,-8%,i,.,-12%,1%,-18%,1%,-17%
CCCC(=O)C1=C(O)C(C(=O)OC)C(C)(C)CC1=NCCCCCC(=O)O (configuration not stated),4%,-3%,3%,-5%,-1%,-6%,6%,-6%[10 µM]
O=C1OC(OC(=O)c2ccccc2Br)C(N2CCOCC2)=C1Cl (configuration not stated),11%,0%,2%,?,0%,-8%,-3%,-4%[10 µM]
O=[N+]([O-])c1ccc(COc2ccc(-c3[nH]ncc3-c3ccccc3)c(O)c2)cc1,?,-6%,-13%,-6%,10%,?,2%,19%[10 µM]
Cc1ccc(/C=C/c2onc(C)c2S(=O)(=O)N2CCC(C(=O)N3CCN(c4cc(C)ccc4C)CC3)CC2)cc1,-8%,.,.,-9%,-7%,-13%,1%,.
CCn1c(C)c(C(C)=O)c(N2CCN(c3ccc(OC)cc3)CC2)nc1=S,?,-8%,-20%,28µM*,-3%,-28%,0%,.
CSc1nc(-c2ccccc2)nn1C(=O)c1ccccc1,3%,10%,4%,?,0%,-7%,-6%,-2%

# Later entries.
SMILES,Tau fibril FP,RECQ1 helicase,L3MBTL1 block,Tau fibril ThT,TR SRC2 fluor cs,Tau fluor counter,TRb SRC2 PPI,HTT cytoprotect
Nc1nc(-c2ccco2)nn1C(=O)c1ccc([N+](=O)[O-])cc1,1%,2%,9%,-9%,-7%,-4%,1%,.
FC(F)(F)c1cnc2c(-c3ccc(Cl)cc3Cl)noc2c1,-12%,-1%,.,-12%,-1%,-14%,-19%,10%
O=C(c1ccc([N+](=O)[O-])cc1)N1CCN(Cc2ccccc2)CC1,2%,-2%,-10%,6%,4%,2%,8%,22%[10 µM]
Cc1cc(NC(=O)CSc2ccc(-c3ccc4c(c3)OCO4)nn2)no1,-15%,i,.,-2%,-2%,-8%,0%,-58%
COc1ccc(C(=O)N2CC(=O)Nc3ccccc32)cc1S(=O)(=O)N1CCCC1,-1%,0%,-14%,-5%,2%,-3%,-3%,-8%
Cc1c(CC(Cl)(Cl)Cl)c2c(n1O)CC(C)(C)CC2=O,7%,i,-7%,-11%,-1%,1%,4%,.
C=CCCCCCCCCCCCC(O)CC(O)COC(C)=O (configuration not stated) (tested in a mixture with another compound),-3%,16%,.,-19%,-2%,-15%,1%,14%
Fc1ccc(NC(=S)Nc2ccc(Cl)cc2)cc1,-6%,-14%,12%,3%,0%,-29%,-1%,-4%
COCCc1nn2c(=O)cc(COC(=O)c3ccc(Br)cc3)nc2s1,3%,.,.,-2%,-3%,17%,3%,.
N#CCC(=O)Nc1ncn(Cc2ccccc2Cl)n1,-1%,-1%,3%,-5%,-2%,3%,3%,-9%[0.074 µM]
COc1ccc(-c2cc(OC(=O)c3ccc(F)cc3)c3c(C)oc(C)c3c(=O)c2)cc1OC,-14%,.,.,-18%,-1%,-14%,-6%,.

# A portion of the library, so the mix of outcomes need not match the whole.
